Source: PubChem BioAssay (National Center for Advancing Translational Sciences (NCATS))
PLK1 PBD block: PLK1 (human) polo-box domain binding inhibition | P53350 | Plk1 PBD binding of FITC phosphopeptide, fluorescence polarization | Potency, µM, for inactives: max response, negative = inhibition, usual class: inhibitors | actives 2.8% (n = 360,000) | AID 720504; further: potency means the concentration at half of the fitted maximal effect; series mostly up to about 57 µM; on the % scale 0 is the no-effect control and ±100 the full control effect; nearly all actives have a fitted effect of over 65% in size
GLP1R ag: GLP-1 receptor (human) agonism. Potency, µM (highest dose often 45.6 µM), inactives show at the top dose activation, actives largely listed as activators. HEK293 GLP-1R CRE-luciferase, luminescence, 4-6 h; cells express a hypersensitive GLP-1R form. P43220. actives 0.007% (n = 380,000); further: potency means the concentration at half of the fitted maximal effect; % of control where 0% means no effect
D3 ag: agonists of human D3 dopamine receptor; actives 0.58% (n = 410,000); D3R DiscoveRx beta-arrestin cells, luminescence, 90 min; P35462; max activation, %; in the data active means max activation above about 30%; further: 0% is about no effect; mostly tested at two doses, the higher about 12 µM
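Agonist mode: compounds and dopamine controls were applied to plated cells for 90 min at 37 degrees C after an overnight attachment at 1500 cells/well. Luminescent read-out followed 30 - 60 minutes at room temperature with DiscoveRx detection reagent.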
PI5P4K alpha inh: PI5P4K alpha (human) kinase inhibition. PI5P4Kalpha enzyme, ADP-Glo luminescence, 60 min; active compounds read low. P48426. actives 1.2% (n = 330,000). max response, %; active means max response of -50% or lower; inconclusive means between -30% and -50%; inactive means -30% or higher; further: value at the top dose of about 77 µM; on the % scale 0 is the no-effect control and ±100 the full control effect
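PI5P4Kalpha ADP-Glo assay; 5 microM ATP final; 60 min RT reaction; HEPES pH 7.4/EGTA/CHAPS, 5% DMSO; controls lacking substrate or enzyme; luminescent end-point.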
GLP1R cytotox: cytotoxicity in counter-screen for GLP-1R inverse agonists. actives 0.13% (n = 410,000). HEK293 cAMP-luciferase reporter cells, luminescence, 24 h. Potency, µM (titrated, usually from 38.3 µM), for inactives: at the top dose activity change, negative = inhibition, usual class: inhibitors;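 further: loss of luciferase light is scored as toxicity; potency means the concentration at half of the fitted maximal effect; on the % scale 0 is the no-effect control and ±100 the full control effect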
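A 23 nL compound transfer followed 12 hours of cell culture at 37 deg C; exposure then lasted 24 hr. Luciferase assay detection reagent was dispensed and plates read for luminescence after a 12 min room-temperature wait.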
GLP-1R inv ag: acts as inverse agonist at human GLP-1 receptor. Potency, µM (highest dose often 38.3 µM), for inactives: at the highest dose activity change, negative = inhibition, hits mostly inhibitors. P43220. actives 1.6% (n = 410,000). HEK293 GLP-1R CRE-luciferase, luminescence, 24 h; GLP-1R form is constitutively active; further: potency means the concentration at half of the fitted maximal effect; on the % scale 0 is the no-effect control and ±100 the full control effect; nearly all actives have a fitted effect of over 55% in size
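Constitutively active GLP-1R drives a cAMP-responsive luciferase in stably transfected HEK293 cells; test compounds are added after overnight (12 h) attachment and left 24 hr, and signal loss in luminescence marks inhibition.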
D3 antag: blocks the human D3 dopamine receptor; D3R cells, DiscoveRx beta-arrestin luminescence, antagonist mode; active compounds read low; AID 652054; actives 2.5% (n = 360,000); max response, negative = inhibition, %; P35462; in the data active means max response below about -50%; inconclusive means no clear call, values can overlap the other calls; further: on the % scale 0 is the no-effect control and ±100 the full control effect; mostly tested at two doses, the higher about 12 µM
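Cells plated overnight at 1500 cells/well, then exposed to library compounds with dopamine controls for 90 minutes at 37 degrees C. DiscoveRx reagent added for 30–60 minutes at room temperature; luminescence read, quantitative HTS format.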
WRN inhibitor: blocks human WRN helicase; Q14191; WRN helicase unwinding, fluorescent forked duplex, kinetic; Potency, µM (titrated, usually from 114 µM), inactives show at the highest dose activity change, negative = inhibition, actives largely listed as inhibitors; actives 0.46% (n = 360,000); further: potency means the concentration at half of the fitted maximal effect; on the % scale 0 is the no-effect control and ±100 the full control effect; nearly all actives have a fitted effect of over 55% in size
Target sequence (Q14191 whole entry, looked up): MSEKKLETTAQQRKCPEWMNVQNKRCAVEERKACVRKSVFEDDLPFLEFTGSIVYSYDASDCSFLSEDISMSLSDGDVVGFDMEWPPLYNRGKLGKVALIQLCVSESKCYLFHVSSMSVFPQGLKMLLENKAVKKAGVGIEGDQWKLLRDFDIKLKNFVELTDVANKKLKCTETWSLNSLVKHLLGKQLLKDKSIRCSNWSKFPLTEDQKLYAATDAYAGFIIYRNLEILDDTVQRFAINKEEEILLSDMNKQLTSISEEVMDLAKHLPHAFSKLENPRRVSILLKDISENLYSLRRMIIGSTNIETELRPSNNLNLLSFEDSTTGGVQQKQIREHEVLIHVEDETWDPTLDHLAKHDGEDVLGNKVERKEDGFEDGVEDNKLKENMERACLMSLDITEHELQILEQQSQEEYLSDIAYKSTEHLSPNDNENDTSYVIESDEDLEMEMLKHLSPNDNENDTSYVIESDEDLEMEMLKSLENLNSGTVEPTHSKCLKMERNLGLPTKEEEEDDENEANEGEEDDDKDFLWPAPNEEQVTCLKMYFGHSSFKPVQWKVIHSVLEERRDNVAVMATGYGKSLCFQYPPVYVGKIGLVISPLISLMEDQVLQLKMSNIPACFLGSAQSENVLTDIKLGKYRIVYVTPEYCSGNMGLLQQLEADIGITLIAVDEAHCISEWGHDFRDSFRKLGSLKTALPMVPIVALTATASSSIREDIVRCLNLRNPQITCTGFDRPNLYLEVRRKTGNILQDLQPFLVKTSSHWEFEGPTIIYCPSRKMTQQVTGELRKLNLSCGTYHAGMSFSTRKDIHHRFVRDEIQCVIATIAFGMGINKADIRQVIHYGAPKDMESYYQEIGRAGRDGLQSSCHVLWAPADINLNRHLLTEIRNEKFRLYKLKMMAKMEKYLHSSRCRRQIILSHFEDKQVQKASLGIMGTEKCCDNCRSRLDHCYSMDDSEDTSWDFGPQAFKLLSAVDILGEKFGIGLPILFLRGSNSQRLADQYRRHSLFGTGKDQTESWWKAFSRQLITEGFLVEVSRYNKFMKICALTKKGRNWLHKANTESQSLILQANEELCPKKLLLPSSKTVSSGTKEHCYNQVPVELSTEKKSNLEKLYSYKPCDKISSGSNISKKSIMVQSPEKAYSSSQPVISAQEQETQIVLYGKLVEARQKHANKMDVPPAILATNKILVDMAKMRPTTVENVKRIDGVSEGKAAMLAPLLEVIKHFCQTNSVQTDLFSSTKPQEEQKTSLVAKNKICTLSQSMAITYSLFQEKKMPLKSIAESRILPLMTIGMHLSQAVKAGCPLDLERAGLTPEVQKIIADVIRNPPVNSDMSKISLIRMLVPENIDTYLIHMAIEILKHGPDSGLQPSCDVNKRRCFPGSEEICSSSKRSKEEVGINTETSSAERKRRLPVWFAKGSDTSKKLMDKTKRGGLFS
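Screening of the MLSMR collection measured strand separation of a quenched forked DNA duplex (100 nM) by 20 nM WRN with 2 mM ATP, all final. Compounds were preincubated with enzyme 15 min at room temperature.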
IL2 activator: IL-2 activation; activation, % (series mostly up to about 46 µM); IL-2 activation reporter assay, cell-based qHTS; stimulated with anti-CD3/CD4/CD28 beads; in transgenic mouse T cells; actives 0.065% (n = 360,000); in the data active means activation above about 50%; inconclusive means mostly about 30% to 49%; further: 0% is about no effect
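Quantitative HTS in unstimulated transgenic mouse T cells, with memory T cells as non-tolerant control and PMA/ionomycin as tolerance-bypass control. Compound pretreatment lasted 60 minutes before 18 h bead stimulation; EGFP/DsRed fluorescence read.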
Starred values were filed as active, the others as inactive; ? = inconclusive; · = no result given; & = joins results of further samples; [ ] = dose if it differs, or a comment. Unless noted, the call rests on the fitted dose curve; in most records, active means well fitted curve in the direction sought with a large enough effect; inconclusive means small, poorly fitted or top-dose-only effect, or another doubt; inactive means no such curve, though single readings can be large; an effect the other way counts as inactive or inconclusive.

SMILES	PLK1 PBD block	GLP1R ag	D3 ag	PI5P4K alpha inh	GLP1R cytotox	GLP-1R inv ag	D3 antag	WRN inhibitor	IL2 activator
CCOc1ccc(OCC)c(NC(=O)C2C3C=CC(O3)C2C(=O)NCc2ccco2)c1 (stereo not drawn)	-4.4%	-0.9%	-14.8	·	2.6%	0.0%	-13.7	2.7%	-1.0
NC(=O)c1ccc(NC(=O)CNC(c2ccccc2)c2ccccc2)cc1	-0.5%	5.1%	-4.1	-9.6	15.9%	-4.5%	7.6	-3.8%	0.3
CC(C)C[C@H]1CN([C@@H](CC(C)C)CN2CCC[C@@H]2CN2C(=S)NC[C@@H]2Cc2ccc(O)cc2)C(=S)N1CC1CCCCC1	1.8%	5.4%	0.6	-18.1	-13.2%	?	-21.0	-14.4%	-1.0
N#Cc1cccc(S(=O)(=O)N2CCN(c3ccnc4cc(Cl)ccc34)CC2)c1	?	8.2%	2.2	-2.4	6.8%	9.5%	13.8	-0.2%	-3.7
O=C(CCCN1C(=O)/C(=C/c2ccccc2Cl)SC1=S)NNC(=O)c1ccc(Cl)cc1Cl	-15.1%	-3.5%	-3.5	0.7	4.1%	21.7%	2.1	0.3%	-2.7
COc1ccccc1/C=N\N=C(\N)c1ccccn1	2.8%	-5.8%	-3.0	-0.4	-2.4%	-8.2%	28.5	-1.8%	0.5
O=C(CSc1nnc(NC(=O)c2ccccc2F)s1)NC1CC1	2.2%	-0.3%	-4.1	1.8	-1.4%	-9.6%	20.3	-4.7%	-1.0
CC1C(=O)N2CCCc3cc(S(=O)(=O)Nc4ccccc4F)cc1c32 (stereo not drawn)	-1.3%	-10.7%	16.3	-6.8	3.6%	15.2%	6.0	6.4%	-2.2
COc1ccc(CNc2nc(C)cc(C)c2C#N)cc1	-0.5%	18.9%	-2.6	12.0	-1.2%	?	1.2	-18.2%	-0.6
COc1ccc(-c2nnc(SCc3ccccc3F)o2)cc1	-7.3%	-0.4%	5.5	0.0	0.4%	?	-11.3	-3.5%	2.2
c1coc(-c2nc3nc4ccccc4n3nc2-c2ccco2)c1	2.5%	-0.1%	2.7	0.9	-1.2%	11.3%	-8.3	-32.9%	-0.4
O=C(NCCO)c1ccc(Oc2ccc(C(F)(F)F)cc2[N+](=O)[O-])cc1	-1.5%	0.9%	23.8	5.7	11.7%	10.4%	4.1	6.1%	-1.7
CCOc1cc(C2C(C(=O)OC)=C(C)N=C3SCCC(=O)N32)ccc1OC(C)=O (stereo not drawn)	-8.5%	?	0.0	7.5	13.0%	14.2%	7.4	-9.1%	-0.9
CC1(C)CC(=O)C2=C(C1)Nc1ccccc1NC2	-17.2%	6.1%	-4.2	-0.9	1.6%	-24.0%	5.9	3.4%	1.3
O=C(CNC(=O)c1ccc(N2C(=O)c3ccccc3C2=O)cc1)OCC(=O)c1ccc(Cl)cc1	-4.5%	-2.2%	8.3	3.2	5.8%	18.5%	7.7	-6.0%	1.9
CCOc1ccccc1N=Nc1c(C)[nH]n(C(N)=S)c1=O	-12.4%	18.4%	20.4	1.8	?	?	27.0	0.1%	-0.5
CCN(CC(=O)NC(c1ccccc1)c1ccccc1)Cc1nc2ccccc2c(=O)[nH]1	-3.9%	2.8%	-2.0	-5.2	-18.2%	-37.9%	0.0	0.2%	-0.8
Cc1ccc2c(c1)NCC(C(=O)NC1CCCCC1)O2 (stereo not drawn)	-8.3%	-1.4%	-13.9	·	-2.8%	-15.7%	?	16.7%	-1.8
C/C(=N\NC(=O)CN(c1ccccc1)S(=O)(=O)c1ccccc1[N+](=O)[O-])C(C)(C)C	-1.0%	-10.9%	2.2	1.3	-1.0%	-27.2%	2.6	-0.7%	-1.9
CCc1c(C)nc2ncnn2c1N1CCC(C(=O)NCc2cccs2)CC1	6.4%	-0.1%	6.2	-6.3	-6.5%	34.8%[activator]	9.1	3.8%	-1.5
Cc1nonc1-c1ccc2c(c1)OCO2	3.3%	-4.0%	0.2	3.6	-2.9%	3.1%	16.5	0.6%	-2.9
COc1nc(NCCc2ccc(OC)c(OC)c2)nc(OC)n1	0.1%	5.0%	2.9	1.2	4.0%	56.1%[activator]	12.1	-12.1%	0.1
CC(=O)c1sc(NC(=O)c2oc3ccc(F)cc3c2C)nc1C	-0.1%	3.4%	2.1	0.4	6.1%	19.6%	2.9	10.2%	3.0
Cc1cc(NC(=O)c2cc(-c3ccc(O)cc3)on2)no1	0.5%	-5.3%	-2.5	-22.7	-2.5%	3.3%	7.1	-4.7%	0.1
O=c1c2ccccc2c2ccccc2c(=O)n1Cc1ccco1	-2.3%	1.4%	0.1	-0.1	4.6%	5.5%	-11.8	-16.8%	-0.5
Following part
SMILES	PLK1 PBD block	GLP1R ag	D3 ag	PI5P4K alpha inh	GLP1R cytotox	GLP-1R inv ag	D3 antag	WRN inhibitor	IL2 activator
CC1=C(C(=O)Nc2cccc([N+](=O)[O-])c2)C2(CCC(C)CC2)OC1=O (stereo not drawn)	-16.1%	10.4%	-19.7	0.5	9.2%	?	-22.4	-20.4%	-3.7
Cc1cccc(N=Nc2c(C)nn(-c3ccccc3)c2N)c1C	5.6%	8.6%	-1.0	31.0	-14.7%	?	0.2	-15.9%	0.8
CCOc1ccccc1C(=O)NCC(=O)NC(C)c1ccc(-n2ccnc2)cc1 (stereo not drawn)	-8.5%	17.3%	3.4	-0.4	-3.5%	90.5%[activator]	0.0	-6.6%	2.3
CN(C)S(=O)(=O)c1ccc(C(=O)Nc2ccc(F)cc2F)cc1	-9.6%	9.2%	1.6	-3.0	2.7%	-9.6%	?	4.7%	-3.0
O=C(c1ccc2c(c1)OCCO2)N1CCN(c2ccc(C(F)(F)F)cn2)CC1	-4.0%	-7.4%	2.1	1.6	1.9%	-13.7%	22.6	3.2%	2.1
Cn1c(=O)c([N+](=O)[O-])c(NCCCn2ccnc2)c2ccccc21	-1.1%	4.9%	-9.3	5.2	0.0%	-1.1%	-0.3	-10.3%	-2.4
O=C(c1ccc(F)cc1F)N1CCCN(c2nc(-c3ccccc3)ns2)CC1	-7.1%	10.8%	1.7	1.9	-2.5%	?	-10.0	-1.0%	-0.7
Brc1ccc(-c2csc(/N=C/N3CCCC3)n2)cc1	-1.2%	9.9%	-0.2	7.5	-1.5%	?	-10.5	-10.9%	-2.1
N/C(Cc1ccc([N+](=O)[O-])cc1)=N\OC(=O)CC1CCCCC1	-4.1%	8.6%	2.3	-10.9	-13.1%	-14.0%	15.0	-3.2%	-2.5
COc1ccc(S(=O)(=O)N2CCCC2C(=O)NCc2ccccc2Cl)cc1 (stereo not drawn)	-4.9%	9.5%	4.3	-7.8	1.5%	?	9.6	-0.4%	1.2
Cc1cc(OCc2nc(-c3ccncc3)no2)cc(C)c1Cl	-14.0%	7.1%	0.9	7.8	3.2%	-8.0%	6.6	-0.8%	-0.6
CCC(=O)c1ccc(O)cc1	-0.2%	0.9%&2.0%	14.1&-7.7	1.0	-0.1%	8.4%	15.2	-1.5%	-0.3
NC(=O)C1CCN(C(=O)COc2ccc(S(=O)(=O)NC3CCCC3)cc2)CC1	-10.0%	5.8%	9.2	9.1	0.9%	-20.0%	11.9	10.1%	1.4
COc1ccc(NC(=O)CSc2nc3c(c(=O)n(C)c(=O)n3C)n2C)c(OC)c1	-12.7%	4.1%	-25.9	0.4	-16.3%	23.9%	-11.2	6.4%	0.3
CCN1C(=O)c2cccc3c(S(=O)(=O)Nc4nc(C)cs4)ccc1c23	-20.3%	6.4%	-1.3	-23.1	-21.8%	89.7%[activator]	21.1	-7.0%	0.8
CCNC(=S)N(CCCN(C)C)Cc1cc2cc3c(cc2[nH]c1=O)OCCO3	-4.2%	3.7%	3.3	-3.7	-11.0%	15.4%	1.9	1.8%	0.2
O=C(O)c1ccccc1C(=O)Nc1nc(-c2ccccc2)cs1	2.1%	1.1%	-7.5	-5.4	0.3%	14.7%	0.9	-0.8%	-1.0
CCCN(CCC)C(=O)Cn1c(=O)n(-c2ccc(CC)cc2)c(=O)c2ccc(C(=O)NCCc3ccccc3)cc21	·	-0.6%	2.4	·	-2.9%	20.0%	·	·	·
Cn1c(SCC(=O)NCC2CCCO2)ncc(C(=O)Nc2ccc(F)cc2)c1=O (stereo not drawn)	-0.6%	-4.3%	-6.6	-0.3	16.3%	-0.6%	-29.3	-7.2%	-1.9
Cc1cc(F)c(F)c(C(=O)N2CCN(C)CC2)c1Cl	-5.0%	0.6%	0.2	4.4	19.5%	11.7%	-20.8	-3.5%	-0.3
O=C(NC(NC(=S)Nc1ccc(Cl)cc1)C(Cl)(Cl)Cl)c1ccco1 (stereo not drawn)	-8.9%	-2.0%	-12.9	-4.3	?	3.55µM*	-2.0	-14.9%	-2.9
Cc1oc(-c2cc(F)cc(F)c2)nc1CN1CCSCC1	-10.0%	9.5%	-10.1	-4.7	-7.9%	-23.9%	-29.2	2.8%	-2.4
C=CCNC(=S)Nc1cccc2[nH]ncc12	-8.0%	0.1%	2.4	3.4	-1.9%[7.66 µM]	-2.3%[7.66 µM]	5.8	8.9%	-0.5
CC(C)CC(COCc1ccc(Cl)cc1)N1CCN(C(=O)c2ccc(Cl)cc2Cl)CCC1=O (stereo not drawn)	-16.3%	-2.4%	2.5	12.4	-2.1%	4.1%	12.8	-28.8%	-1.8
Cc1nc(SCC(=O)c2cccs2)c2oc3ccccc3c2n1	-2.0%	10.5%	7.3	9.7	5.7%	0.0%	11.2	1.0%	-4.5

Given with values under each structure: entries from further up
Values in the order: PLK1 PBD block, GLP1R ag, D3 ag, PI5P4K alpha inh, GLP1R cytotox, GLP-1R inv ag, D3 antag, WRN inhibitor, IL2 activator
Cn1c(SCC(=O)NCC2CCCO2)ncc(C(=O)Nc2ccc(F)cc2)c1=O (stereo not drawn)
  -0.6%, -4.3%, -6.6, -0.3, 16.3%, -0.6%, -29.3, -7.2%, -1.9
Cc1cc(F)c(F)c(C(=O)N2CCN(C)CC2)c1Cl
  -5.0%, 0.6%, 0.2, 4.4, 19.5%, 11.7%, -20.8, -3.5%, -0.3
O=C(NC(NC(=S)Nc1ccc(Cl)cc1)C(Cl)(Cl)Cl)c1ccco1 (stereo not drawn)
  -8.9%, -2.0%, -12.9, -4.3, ?, 3.55µM*, -2.0, -14.9%, -2.9
